Compound activity as filed in PubChem BioAssay.
Dyrk1A ADPGlo – blocks rat Dyrk1A kinase activity; inhibition, % at 12.5 µM; ADP-Glo luminescence, NFATc1 peptide; 310,000 tested, 0.43% active; Q63470; AID 504441; in the data active = inhibition above about 50%;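 also: plate controls were vehicle with enzyme for no effect and no enzyme for full effect; many of its hits are not listed in these tables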
TRPC4 act – opens the mouse TRPC4 cation channel | B-score at 10 µM | AID 2237 | 310,000 tested, 0.49% active | HEK293 TRPC4beta/mu-opioid, Fluo4 calcium fluorescence; stronger effect = higher value | Q9QUQ5;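 active = B-score above 5 SD of library B-scores, and initial fluorescence ratio not above library mean plus 5 SD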;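 also: positive B-score marks a calcium rise read as TRPC4 activation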
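Assay system: HEK293 stable line with TRPC4beta plus mu-opioid receptor; schedule: 45 min room-temperature Fluo4 loading, 110 s read; technique: kinetic Fluo4 calcium fluorescence; evaluation: integrated baseline-normalised fluorescence ratio, converted to per-well B score; controls: buffer (low) and maximal DAMGO (high)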
hERG rescue – hERG (human) protection from proarrhythmic block; Q12809; CHO-hERG, FluxOR thallium flux, dofetilide IC70 present; activation (rescue from dofetilide block), less the hit threshold, % at 10 µM; 310,000 tested, 0.51% active; AID 1511;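 active = activation above the mean of controls blocked by dofetilide plus 5 SD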;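 also: thallium influx through hERG after potassium depolarization seen as dye fluorescence rise; in these data hits start at about 4.7%; inactives centre near -7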
Target sequence (Q12809 whole entry, looked up): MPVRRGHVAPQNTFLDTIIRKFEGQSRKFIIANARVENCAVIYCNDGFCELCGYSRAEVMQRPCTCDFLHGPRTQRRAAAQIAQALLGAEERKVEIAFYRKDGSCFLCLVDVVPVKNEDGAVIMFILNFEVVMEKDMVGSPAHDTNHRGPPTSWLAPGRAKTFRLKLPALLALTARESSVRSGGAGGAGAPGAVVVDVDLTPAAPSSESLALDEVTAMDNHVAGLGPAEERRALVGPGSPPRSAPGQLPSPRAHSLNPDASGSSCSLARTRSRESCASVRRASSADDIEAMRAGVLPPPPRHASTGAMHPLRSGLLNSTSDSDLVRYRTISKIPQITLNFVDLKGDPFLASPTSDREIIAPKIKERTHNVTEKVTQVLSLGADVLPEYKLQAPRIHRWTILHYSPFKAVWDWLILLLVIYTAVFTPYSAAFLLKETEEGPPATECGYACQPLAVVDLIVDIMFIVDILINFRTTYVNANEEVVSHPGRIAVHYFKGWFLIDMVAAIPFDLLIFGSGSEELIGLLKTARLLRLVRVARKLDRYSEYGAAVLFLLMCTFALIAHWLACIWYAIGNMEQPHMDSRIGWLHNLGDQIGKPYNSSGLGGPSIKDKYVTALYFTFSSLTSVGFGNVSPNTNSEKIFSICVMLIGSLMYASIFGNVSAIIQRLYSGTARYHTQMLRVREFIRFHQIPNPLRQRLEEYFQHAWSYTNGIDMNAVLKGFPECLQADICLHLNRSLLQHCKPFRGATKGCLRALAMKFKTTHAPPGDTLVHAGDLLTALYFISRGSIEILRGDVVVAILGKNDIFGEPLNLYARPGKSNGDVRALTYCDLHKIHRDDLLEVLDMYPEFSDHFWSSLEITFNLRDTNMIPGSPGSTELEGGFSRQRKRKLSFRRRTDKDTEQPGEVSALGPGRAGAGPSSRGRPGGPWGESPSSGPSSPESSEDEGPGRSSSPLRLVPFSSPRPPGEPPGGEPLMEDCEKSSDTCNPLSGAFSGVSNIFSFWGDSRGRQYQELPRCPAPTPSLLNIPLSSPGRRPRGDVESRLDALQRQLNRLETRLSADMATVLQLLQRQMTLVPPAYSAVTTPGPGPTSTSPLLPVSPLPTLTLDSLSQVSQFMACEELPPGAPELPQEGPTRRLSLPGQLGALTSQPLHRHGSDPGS
KCNK9 inh – inhibitors of human KCNK9 two-pore domain potassium channel; 310,000 tested, 1.2% active; HEK293 KCNK9, FluxOR thallium flux fluorescence; stronger effect = lower value; B-score at 10 µM; Q9NPC2; AID 488922;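 active = ratio B-score over 3 SD below the library mean, with starting fluorescence within 5 SD of its mean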;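 also: negative B-score means less thallium flux so channel inhibition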
PolyA inhibitor – yeast polyadenylation inhibition; S. cerevisiae SKY197-pL101 polyadenylation reporter, beta-gal luminescence; efflux-impaired pdr1/pdr3 knockout yeast; score 100 = 6 SD above DMSO; calls only at 12 µM; 300,000 tested, 0.02% active;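 active = lowest replicate activity score at least 50, where 100 means six control SD above control mean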;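 also: yeast exposed to compound for 9 h at 30 °C; higher score means more reporter readthrough which indicates perturbed polyadenylation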
Platelet DG rel – modulates dense granule release in human platelets; human platelet-rich plasma, SFLLRN dense granule ATP release, luminescence; inhibition, %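 (compounds screened at 7.5 µM in platelet-rich plasma)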; 300,000 tested, 0.22% active;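 active = mean replicate score, as percent of positive control, at or above 50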
KCNQ1 pot – potentiates or activates the human KCNQ1 potassium channel. CHO-K1 KCNQ1, thallium flux FluxOR fluorescence; stronger effect = higher value. 310,000 tested, 0.35% active. P51787. AID 2648. B-score at 10 µM;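 active = fluorescence ratio B-score, a plate-corrected score, at least three library SD, with initial intensity B-score within 5 SD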
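System: Stable KCNQ1 CHO-K1 line | Incubation: 90 min dye loading and 20 min compound exposure, both at room temperature | Measure: Ratio B score | Medium: Assay buffer for compound exposure, DMSO matched across wells | Compound dosing: Single-concentration screen | Probe or stimulus: K+/Tl+ depolarizing stimulus | Measured by: Kinetic FluxOR fluorescence, 10 s baseline plus 110 s post-stimulus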
KCNQ1 block – human KCNQ1 channel inhibition; P51787; CHO-K1 KCNQ1, FluxOR thallium flux fluorescence; stronger effect = higher value; B-score at 10 µM; 310,000 tested, 1.3% active; AID 2642;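 active = compounds whose thallium flux B-score, printed positive for inhibition, exceeds three library SD while starting fluorescence stays within three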;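 also: channel opened by potassium depolarization with thallium stimulus after 20 min compound exposure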
TRPC4 potent – allosterically enhances the mouse TRPC4 cation channel; HEK293 TRPC4beta/mu-opioid, DAMGO EC20, Fluo-4 Ca2+ flux; stronger effect = higher value; 310,000 tested, 0.42% active; B-score at 10 µM;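 active = B-score of calcium response area above 5 SD of library B-scores, with initial fluorescence ratio within 5 SD of library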;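 also: B-score of integrated fluorescence ratio over time as area under calcium response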
KCNK3 inh – human KCNK3 channel inhibition, primary screen | O14649 | CHO-KCNK3 thallium flux, FluxOR fluorescence; stronger effect = lower value | B-score at 10 µM | 340,000 tested, 0.84% active | AID 602410;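 active = B-score under library mean minus 4 SD, starting fluorescence ratio at most library mean plus 5 SD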;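 also: more negative B-score means stronger inhibition of thallium flux through KCNK3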
TRPC4 block – TRPC4 (mouse) channel inhibition | Q9QUQ5 | HEK293 TRPC4beta/mu-opioid, DAMGO-evoked Fluo4 calcium flux; stronger effect = lower value | 300,000 tested, 0.39% active | B-score at 10 µM | AID 2247;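 active = B-score over 3 SD under the library average, no early fluorescence shift, positive overall ratio signal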
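Test system – stable TRPC4beta/mu-opioid receptor HEK293 cells · Probe or stimulus – DAMGO, a submaximal dose followed by a maximal one · Dosing – one concentration per compound · Signal – Fluo4 calcium fluorescence by kinetic imaging, 5 s 1 Hz baseline · Evaluation – per-well B score of integrated baseline-normalized Fluo4 ratio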
The depositor's hits bear a star; i = inactive; . = not tested or not shown.

entry	mol	TRPC4 potent	hERG rescue	Dyrk1A ADPGlo	KCNK9 inh	TRPC4 act	KCNK3 inh	PolyA inhibitor	KCNQ1 block	Platelet DG rel	KCNQ1 pot	TRPC4 block
1	O=C(N/N=C/c1c(Cl)cccc1Cl)C(=O)NC1CC1	i	-6	-3	i	i	i	i	i	1	i	i
2	COC(c1ccc(Cl)cc1)(c1ccc(Cl)cc1)C(Oc1nc(C)cc(C)n1)C(=O)O (centres undefined)	i	-8	-2	i	i	i	i	i	-4	i	i
3	C=CCCN(Cc1ccccc1)S(=O)(=O)c1ccccc1Br	i	-7	5	i	i	i	i	i	-1	i	i
4	CCOc1ccccc1C(=O)N1CCC(C(=O)c2ccc(F)cc2)CC1	i	-15	5	i	i	i	i	i	1	i	i
5	O=C(O)C1=C(OCc2ccc(F)c(F)c2)C(=O)NCC1	i	-3	-1	i	i	i	i	i	1	i	i
6	CCC(=O)NNc1ncnc2ccccc12	i	-3	2	i	i	i	i	i	8	i	i
7	Cc1ccsc1CNC(=O)c1c(-c2ccccc2)noc1C	i	-7	.	i	i	i	i	i	13	i	i
8	CCOC(=O)COc1ccc(C2CC(C)=NN2c2ccccc2)cc1 (centres undefined)	i	-17	2	i	i	i	i	i	2	i	i
9	CCO[C@@H]1OC(C(=O)O)=C[C@H](C2CCCCC2)[C@H]1CCCO	i	-5	-2	i	i	i	i	i	1	i	i
10	Cc1noc(C)c1COC(=O)c1cccc(S(=O)(=O)N2CCOCC2)c1	i	-9	-3	i	i	i	i	i	31	i	i
11	Cc1cc(Cl)c2cc3ccccc3cc2n1	i	-3	0	i	i	i	i	i	-1	i	i
12	O=C(c1cnc2sccn2c1=O)N1CCc2ccccc2C1	i	0	-1	i	i	i	i	i	4	i	i
13	Cc1c(C(=O)O)oc2ccc(S(=O)(=O)N3CCCCC3C(=O)O)cc12 (centres undefined)	i	-3	12	i	i	i	i	i	-8	i	i
14	CCOC(=O)c1[nH]c(C)c(C(=O)OCC(=O)N2CCc3ccccc32)c1C	i	-7	3	i	i	i	i	i	7	i	i
15	O=C(Nc1ccccc1N1CCCC1)c1cccnc1	i	-12	8	i	i	i	i	i	-2	i	i
16	Cn1nc(C(C)(C)C)cc1C(=O)Nc1nc2c(s1)C(=O)CC(C)(C)C2	i	-13	3	i	i	i	i	i	-1	i	i
17	COc1ccc(C(=S)N2CCOCC2)cc1OC(=O)c1ccccc1Cl	i	-5	2	i	i	i	i	i	-48	i	i
18	O=C(CN1CCC(Cc2ccccc2)CC1)NCCc1ccc(F)cc1	i	2	3	i	i	i	i	i	-1	i	i
19	Cc1ccc(NC(=O)c2ccc(S(=O)(=O)Nc3c(C)n(C)n(-c4ccccc4)c3=O)cc2)nc1	i	-8	8	i	i	i	i	i	0	i	i
20	Cc1cc(C)c(C#N)c(SCCN2CCOCC2)n1	i	-8	12	i	i	i	i	i	-2	i	i
21	CCOc1nc(NC2CCCCC2)nc(NC(C)(C)C)n1	i	-12	0	i	i	i	i	i	2	i	i
22	C/C(=N\NC(=O)c1c(Cl)c(C)nn1C)c1ccc(NC(=O)COc2ccc(Cl)cc2C)cc1	i	-9	0	i	i	i	i	i	-4	i	i
23	Clc1ccc(Cn2nnc(-c3ccc(N4CCOCC4)cc3)n2)cc1	i	-8	4	i	i	i	i	i	5	i	i
24	COc1ccc(CNC(=O)Cn2c(=O)oc3cc(S(=O)(=O)N4CCCC4)ccc32)cc1	i	-8	-8	i	i	i	i	i	0	i	i
25	CCOCc1nnc(NS(C)(=O)=O)s1	i	-8	3	i	i	i	i	i	1	i	i
26	CCSC(C)CC1CC(=O)CC(=O)C1 (centres undefined)	i	-4	2	i	i	i	i	i	-18	i	i
27	CNC(=O)c1sccc1Oc1ccc(F)cc1[N+](=O)[O-]	i	-3	-2	i	i	i	i	i	11	i	i
28	COc1ccc(C(=O)NC(=O)NC2(C(Cl)(Cl)Cl)OCCO2)cc1	i	-4	-1	i	i	i	i	i	-5	i	i
29	O=C(CSc1nnc(-c2ccncc2)o1)NCc1ccc(Cl)cc1	i	-9	0	i	i	i	i	i	2	i	i
30	O=C(CCCOc1ccccc1)N1CCN(c2ccc(F)cc2)CC1	i	-1	-4	i	i	i	i	i	.	i	i
31	Cc1ccc(N(C(=O)C2CCC(=O)N2)C2(C(=O)NC3CCCCC3)CCCCC2)cc1 (centres undefined)	i	-5	3	i	i	i	i	i	.	i	i
32	O=C(Cn1c(-c2ccccn2)nc2ccccc21)N/N=C/c1cccnc1	i	-17	4	i	i	i	i	i	10	i	i
33	CC1CCCCC1NC(=O)CCn1c(=O)sc2ccccc21 (centres undefined)	i	-4	-3	i	i	i	i	i	-2	i	i
34	COc1cc(-n2c(=O)c3ccccc3n(Cc3cc(=O)n4ccccc4n3)c2=O)cc(OC)c1OC	i	-3	-1	i	i	i	i	i	27	i	i
35	CCOC(=O)C1C(c2ccc(O)cc2)NC(=O)NC1(O)C(F)(F)F (centres undefined)	i	-6	2	i	i	i	i	i	-5	i	i
36	CCOC(=O)N1CCC(NC2CCCCCCC2)CC1	i	-8	0	i	i	i	i	i	-2	i	i
37	Cc1oc2ccc(OC(=O)COc3c(F)c(F)c(F)c(F)c3F)cc2c1C(=O)OC(C)C	i	-2	5	i	i	i	.	i	-2	i	i
38	COc1cc2c(cc1NC(=O)COC(=O)c1ccc(C(C)(C)C)cc1)oc1ccccc12	i	-6	-1	i	i	i	i	i	2	i	i
39	CC(C)c1cc(C(=O)O)c2ccccc2n1	i	-9	4	i	i	i	i	i	2	i	i
40	CCOC(=O)C1=C(C)Nc2ncnn2C1c1c[nH]c2ccccc12 (centres undefined)	i	-10	-2	i	i	i	i	i	2	i	i
41	CN(C(=O)c1ccccc1C(=O)OCC(=O)NCc1cccs1)C1CCCCC1	i	-9	-9	i	i	i	i	i	1	i	i
42	CCCCCn1c(CN(C)Cc2ccccc2)nc2c1c(=O)n(C)c(=O)n2C	i	-13	3	i	i	i	i	i	3	i	i
43	CC(C)Cn1c(SCC(=O)NCc2ccc(Cl)cc2)nnc1-c1cccc(S(=O)(=O)N2CCOCC2)c1	i	-10	0	i	i	i	i	i	12	i	i
44	CCN(CC)c1ccc(C(NC(C)=O)NC(C)=O)cc1	i	-9	-1	i	i	i	i	i	-19	i	i
45	CCc1ccc2c(COn3nnc4ccc(S(=O)(=O)N(C)C)cc43)cc(=O)oc2c1	i	-1	0	i	i	i	i	i	-9	i	i
46	CCOc1ccc(/C=N/NC(=O)c2nnn(-c3nonc3N)c2CN2CCC(C)CC2)cc1	i	-9	-2	i	i	i	i	i	-16	i	i
47	CCOc1ccc(N2C(=O)C3C(c4ccccc4)=NN(c4ccccc4)C3C2=O)cc1 (centres undefined)	i	-9	15	i	i	i	i	i	4	i	i
48	CCC(CC)NC(=O)COc1ccc(OC)cc1C=O	i	-13	-2	i	i	i	i	i	8	i	i
49	O=C1C(C=NC2CC2)=C(O)c2ccccc21	i	-10	24	i	i	i	i	i	-13	i	i
50	Cn1c(CNC(=O)CNC(=O)Cc2ccc(Cl)cc2)cc(=O)n(C)c1=O	i	-7	-2	i	i	i	i	i	-15	i	i
51	CCOC(=O)C1CCN(C(=O)c2ccc(Cl)c(NC3=NC4CS(=O)(=O)CC4S3)c2)CC1 (centres undefined)	i	-5	1	i	i	i	i	i	-11	i	i
52	O=C(Nc1ccccc1)Nc1ccccc1C(=O)NCc1ccccc1	i	-5	1	i	i	i	i	i	.	i	i
53	Cn1c(SCC(=O)NCc2cccs2)nnc1-c1cccs1	i	-11	6	i	i	i	i	i	2	i	i
54	N/C(=N\OC(=O)c1ccc(=O)n(Cc2ccccc2)c1)c1ccccn1	i	-6	3	i	i	i	i	i	1	i	i
55	CCOC(=O)C1(CC2CC2)CCN(Cc2ccc(O)c(Cl)c2)CC1	i	-11	.	i	75*	.	i	i	-10	i	-7*
56	CCOC(=O)Cc1cc(=O)n2[nH]cc(-c3ccc(Cl)cc3)c2n1	i	3	34	i	i	i	i	i	-10	i	i
57	COc1ccc(OC)c(-c2csc(N(Cc3ccco3)C(=O)c3cccs3)n2)c1	i	-14	-4	-12*	i	i	i	7*	-3	i	i
58	COc1ccc(CN(Cc2cccn2C)S(=O)(=O)c2cccc(C(F)(F)F)c2)cc1	i	-10	.	-8.8*	i	i	i	6*	19	i	i
59	Cc1cc(NC(=O)CSCC(=O)Nc2ccccc2OC(F)F)no1	i	-18	8	i	i	i	i	i	1	i	i
60	CC(C)CNC(=O)CSc1nnc(CN2CCCCCC2=O)n1-c1ccccn1	i	-8	1	i	i	i	i	i	-7	i	i

(list continues)
entry	mol	TRPC4 potent	hERG rescue	Dyrk1A ADPGlo	KCNK9 inh	TRPC4 act	KCNK3 inh	PolyA inhibitor	KCNQ1 block	Platelet DG rel	KCNQ1 pot	TRPC4 block
61	O=C(O)C1=C[C@@H](c2ccccc2)C[C@@H](OCc2ccc(CO)cc2)O1	i	-3	-2	i	i	i	i	i	5	i	i
62	CCOC(=O)c1[nH]c2ccc(OC)cc2c1NC(=O)CCN1CCc2ccccc2C1	i	-5	1	i	i	i	i	i	12	i	i
63	Cc1ccc(NC(=O)CC2SCCNC2=O)cc1Cl (centres undefined)	i	-10	-4	i	i	i	i	i	-3	i	i
64	CCCCCC(=O)Nc1ccc(-c2nnc3n2CCCCC3)cc1	i	-5	-2	i	i	i	i	i	-6	i	i
65	O=c1ccc(-c2ccc(S(=O)(=O)Nc3ccc(F)cc3)s2)n[nH]1	i	-3	-3	i	i	i	i	i	-3	i	i
66	Cc1ccc(C)c(OCCC(=O)OC(C)C(=O)Nc2c(C)n(C)n(-c3ccccc3)c2=O)c1 (centres undefined)	i	-3	-7	i	i	i	i	i	-4	i	i
67	CN(C(=O)CSc1nnc(COc2ccccc2F)n1N)C1CCCCC1	i	-19	-3	i	i	i	i	i	5	i	i
68	Cc1ccsc1/C=N/N1CCN(c2ccccc2)CC1	i	-12	-5	i	i	i	i	i	-13	i	i
69	O=S(=O)(Nc1nccs1)c1ccc(NCc2cc(Br)cc(Br)c2O)cc1	i	-9	-2	i	i	i	i	i	-1	i	i

Only part of the results is shown. The share of hits here may be higher or lower than overall.
